High-throughput results deposited in PubChem BioAssay by several laboratories.
Dengue-2 NS5 capping = flavivirus cap methylation enzyme inhibition – biochemical, confirmation dose response, primary screen (AID 588689). Dengue-2 NS5 methyltransferase capping enzyme assay, biochemical; higher % means a stronger effect. inhibition, % at 25 µM; hits with a dose series show IC50 in µM. 340,000 tested, 0.3% active; in the data active = a potency from the dose series
GPR35 antagonists = GPR35 antagonists blocking zaprinast-driven arrestin recruitment, primary screen, imaging, U2OS, beta-arrestin-GFP, zaprinast agonist (AID 2058). inhibition, % at 10 µM; hits with a dose series show IC50 in µM. 290,000 tested, 0.052% active. U2OS GPR35 beta-arrestin-GFP translocation imaging, zaprinast antagonism; higher % means a stronger effect;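 active = inhibition of at least 50% with at least 30 cells and total cytoplasm GFP at most 10,000,000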
HIV peptide binding = cell-free HIV fusion peptide-binding blockers – biochemical, uHTS, fluorescence dequenching, primary screen (AID 1986); cell-free peptide binding, fluorescence dequenching, 30 min; higher % means a stronger effect; one-dose inhibition, % at 20 µM; IC50 in µM for titrated hits; 290,000 tested, 0.3% active; in the data active = inhibition mostly above about 52%, no sharp cut-off; inactive = mostly below about 76%; note: some results filed as inactive read as strong as hits
KOR beta-arrestin-1 = KOR agonists, beta-arrestin recruitment, primary screen, cell-based, luminescence, uHTS (AID 1777) | KOR beta-arrestin recruitment, luminescence; higher % means a stronger effect | activation, % at 10 µM, or EC50 in µM where a hit was titrated | 280,000 tested, 0.02% active; in the data active = activation above about 50%, passing the limit was not always enough; note: a part of the inactive calls stands beside numbers as strong as those of hits
GPR55 antagonists = inhibition of LPI-stimulated GPR55 beta-arrestin translocation – imaging, U2OS, beta-arrestin-GFP, LPI agonist, primary screen (AID 2013); U2OS GPR55 beta-arrestin-GFP translocation imaging, LPI antagonism; higher % means a stronger effect; inhibition, % at 10 µM, or IC50 in µM where a hit was titrated; 290,000 tested, 0.13% active;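 active = spots per cell inhibited over 60%, with over 100 cells counted and total cytoplasm intensity under 500,000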;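 note: U2OS cells stably carrying GPR55 and arrestin-GFP stimulated by 5 µM LPI near EC80; imaged beta-arrestin-GFP aggregate spots per cell after agonist stimulation; plate controls were LPI-stimulated DMSO wells for no effect and DMSO wells without LPI for full effect; some results filed as inactive read as strong as hits; confirmed hits need IC50 under 10 µM and bright autofluorescent wells are also inconclusive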
KOR beta-arrestin-2 = kappa opioid receptor blockers – cell-based, luminescence, uHTS (AID 1778); KOR beta-arrestin recruitment, luminescence, antagonist mode; higher % means a stronger effect; one-dose inhibition, % at 10 µM; IC50 in µM for titrated hits; 290,000 tested, 0.091% active; in the data active = inhibition above about 50%; note: strong numbers were not always called active
NOD1 NF-kB reporter = NOD1 signaling inhibitors, primary screen, cell-based, luminescence, uHTS (AID 1578); NOD1-driven NF-kB luciferase reporter cells, luminescence; higher % means a stronger effect; one-dose inhibition, % at 4 µM; EC50 in µM for titrated hits; 290,000 tested, 1% active; in the data active = inhibition mostly above about 36%, no sharp cut-off; inactive = mostly below about 34%;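 note: HEK-293T reporter cells stimulated with the NOD1 agonist gamma-tri-DAP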
West Nile antiviral = West Nile virus antiviral activity, cell-based, CPE readout (AID 1621); West Nile virus-infected cells, CPE inhibition; higher % means a stronger effect; one-dose CPE inhibition, % at 10 µM; IC50 in µM for titrated hits; 290,000 tested, 0.02% active; in the data active = a potency from the dose series; note: strong numbers were not always called active
GPR55 beta-arrestin = selective activators of receptor GPR55 – imaging, U2OS cells, beta-arrestin-GFP redistribution, primary screen (AID 1961); U2OS GPR55 beta-arrestin-GFP redistribution imaging; higher % means a stronger effect; one-dose activation, % at 10 µM; EC50 in µM for titrated hits; 290,000 tested, 0.048% active;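 active = activation above 40% with more than 50 cells counted in the well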;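 note: U2OS osteosarcoma cells stably expressing GPR55 and beta-arrestin-GFP; plate controls were DMSO negative control for no effect and LPI positive control for full effect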
Dengue-2 NS5 capping pilot replicate = second read-out of Dengue-2 NS5 capping, no call of its own (marks repeat the call); inhibition, %; measured here: pilot screen replicate inhibition
An asterisk follows results filed as active; . = no result given; [ ] = remark or other dose. These rows are one share of the data, so the mix of outcomes need not match the whole.

SMILES | Dengue-2 NS5 capping | GPR35 antagonists | HIV peptide binding | KOR beta-arrestin-1 | GPR55 antagonists | KOR beta-arrestin-2 | NOD1 NF-kB reporter | West Nile antiviral | GPR55 beta-arrestin | others
CC(C)C(=O)N(c1ccc2oc(=O)sc2c1)S(=O)(=O)c1cccs1 | 21.7% | 14.9% | 1.1% | -2.7% | -10.7% | -14.2% | -4.8% | -0.4% | -0.1%
O=C1CCC(C(=O)N2CCSCC2)CN1CCc1ccccc1 (stereo unspecified) | -1.8% | 1.2% | 1.9% | 4.7% | -8.6% | -47.6% | 11.4% | 0.4% | 0.2%
COc1ccccc1-c1c(C(F)(F)F)oc2cc(OC(=O)c3ccccc3[N+](=O)[O-])ccc2c1=O | -2.5% | 8.1% | 1.0% | 0.7% | 7.1% | -15.1% | 19.5% | -0.1% | 0.6% | Dengue-2 NS5 capping pilot replicate=-5.5
COc1ccc2nc(NC(=O)C3CCN(S(=O)(=O)c4cnc[nH]4)CC3)sc2c1 | -11.9% | 0.1% | 0.6% | 2.5% | -5.0% | -15.1% | -26.1% | 0.8% | 0.2%
COc1ccc(OC)c(C2/C(=C(\O)c3ccc(OC)c(Cl)c3)C(=O)C(=O)N2CCN(C)C)c1 (stereo unspecified) | -4.0% | -2.8% | -2.1% | 1.5% | 9.5% | 16.3% | . | -0.1% | 0.1%
O=C(NC1CCCCC1)C(c1ccccn1)N(C(=O)c1csnn1)c1ccccc1F (stereo unspecified) | -2.5% | -4.0% | 0.3% | -1.2% | 8.0% | -6.4% | -1.2% | -0.3% | 1.6%
CC[N+](CC)(CCO)CCCN1C(=O)C2CC=C(Cl)CC2C1=O (stereo unspecified) | 2.8% | 0.5% | -1.3% | 4.0% | 6.4% | -23.4% | -4.6% | 1.4% | -0.1%
Cc1ccc(S(=O)(=O)CCSc2cccc(C(=O)O)c2)cc1 | -5.0% | 13.2% | 0.9% | 2.6% | -2.4% | -25.9%[20 µM] | 50.9% | -0.4% | -0.1%
Cc1csc(NC(=O)CSc2nnnn2C)n1 | -1.5% | 2.1% | 2.3% | -3.8% | 3.9% | -6.8% | -22.5% | -0.1% | -0.3%
CC1=NN(C(=O)c2ccc(Cl)cc2)C(O)(c2ccccc2)C1 (stereo unspecified) | -1.2% | -6.7% | 0.2% | 1.8% | 1.1% | 4.4% | -11.2% | -0.9% | 0.2%
COc1ccc(OC)c(C(=O)c2ccc(C(=O)O)cc2)c1 | -2.0% | -5.0% | 0.2% | -4.7% | 3.8% | 25.2% | 0.5% | 0.5% | -0.1% | Dengue-2 NS5 capping pilot replicate=-4.7
O=C(Nc1ccc(N2CCOCC2)cc1)Nc1ccc2nsnc2c1 | -1.6% | 10.6% | -2.3% | . | 17.7% | -28.9%[20 µM] | 7.1% | -0.5% | -0.1%
CCOc1cc(C)c(C(C)C)cc1S(=O)(=O)N1CCN(C)CC1 | -6.2% | -3.5% | -0.6% | 3.5% | 3.3% | 15.4% | 0.0% | -0.3% | -0.1%
COc1ccc(C(=O)C2CCCN(C(=O)Cn3nc(C)cc3C)C2)cc1F (stereo unspecified) | 2.9% | 1.1% | -2.5% | . | -3.1% | 22.9% | 0.9% | -0.2% | 0.0%
Cn1c(SCC(=O)NCc2ccco2)nnc1-c1c[nH]c2ccccc12 | -1.4% | 26.3% | 1.9% | 5.1% | 7.0% | -24.4% | -4.1% | 0.1% | -0.1%
COc1ccc(OC)c(/C=N/NC(=O)c2ccc(Cn3cc([N+](=O)[O-])cn3)o2)c1 | -2.6% | -6.5% | -0.9% | -4.0% | 10.1% | -22.3% | -28.0% | 0.0% | 0.3%
CS(=O)c1ccccc1COC(=O)Nc1ccc(Cl)cc1 (stereo unspecified) | -3.4% | 7.6% | -2.4% | -7.7% | -2.2% | -1.8% | -10.4% | -0.6% | -0.2%
Cc1cnc(C(=O)OCC(=O)NC2CCCCC2)cn1 | -8.1% | 10.0% | -0.3% | 2.6% | 13.2% | 9.4% | -2.2% | -0.3% | 0.1%
CCN(CC)CCNC(=O)c1cc2cc(Br)ccc2s1 | 2.2% | 15.2% | 0.2% | 0.2% | 7.7% | -30.2% | -15.2% | 0.1% | 0.6%
CCCn1c(SC2C(=O)CC(C)(C)CC2=O)nc2c1c(=O)n(C)c(=O)n2C | -5.5% | 20.6% | 3.4% | 1.8% | 26.8% | -2.3% | -12.1% | 0.1% | -0.3%
CCN(CC)Cc1cc(NC2=NS(=O)(=O)c3ccccc32)ccc1OC(=O)c1ccccc1 | 1.1% | -9.2% | 1.1% | 1.1% | 10.9% | -14.9% | -50.4% | 1.3% | -0.1%
CC(CSc1nnnn1-c1ccccc1)Cn1c(N2CCN(C)CC2)nc2c1c(=O)[nH]c(=O)n2C (stereo unspecified) | -8.3% | -12.2% | 0.3% | -1.2% | 12.3% | 4.9% | -32.2% | -0.8% | -0.1%
CC(C)CCNC(=O)c1ccc(C2SCC(=O)N2Cc2ccco2)cc1 (stereo unspecified) | 2.4% | -2.9% | 7.2% | -0.4% | 4.4% | 8.0% | -19.0% | -1.0% | 0.0%
O=C1C2=C(CCCC2)C(=O)N1CNc1ccccc1 | -3.1% | 4.0% | -0.7% | 2.8% | -3.3% | -8.7% | -14.3% | 0.6% | 0.1%
COCCC(=O)N1CCC(Oc2ccc(C(=O)NCCc3cnn(C)c3)cc2)CC1 | 1.8% | -18.1% | 0.0% | 8.5% | -29.4% | -51.1% | 16.6% | 0.0% | -0.1%
CCC(=O)N1CCN(c2cc(C)ccc2C)CC1 | 4.8% | 13.2% | -0.2% | -2.2% | -4.8% | -12.2% | -2.7% | 0.0% | -0.1%
Fc1ccc(NC(=S)N/N=C/c2ccc(F)c(F)c2)cc1 | -8.0% | -0.5% | 2.2% | -2.8% | 4.3% | -8.2% | -33.0% | -0.2% | 0.2%
NS(=O)(=O)c1ccc(CCNC(c2ccccc2)c2ccccc2)cc1 | -10.7% | -7.2% | -0.5% | -0.8% | 13.2% | 14.2% | -22.2% | -1.1% | 0.5%
O=C(Oc1cc(=O)oc2ccccc12)c1cccnc1Cl | -6.3% | -8.0% | 8.9% | 5.9% | -6.6% | -37.3% | 31.7% | 0.9% | -0.3%
COc1cccc(C2CC(C(F)(F)F)n3nc(C(=O)Nc4c(C)n(C)n(-c5ccccc5)c4=O)cc3N2)c1 (stereo unspecified) | -6.1% | -2.1% | -1.4% | -2.8% | 12.7% | -3.4%[20 µM] | -18.1% | 0.4% | 0.2%
COCC(=O)Nc1ccc(Br)c(C)c1 | 1.5% | -1.0% | 0.4% | -1.7% | 2.7% | -13.3% | -38.0% | -0.5% | -0.1%
Cc1cc(Cl)c2oc(C(=O)N(C)Cc3nccn3C)c(C)c2c1 | -6.2% | -1.8% | 1.1% | -4.6% | -4.4% | 8.8% | 12.3% | -0.4% | 0.2%
COc1ccc(CCNc2nc(Cl)nc(NC(C)(C)CO)n2)cc1OC | . | -2.9% | 2.1% | -0.7% | -2.7% | -8.1% | -10.0% | -0.9% | 0.3%
CCC(=O)N(CCc1ccccc1)Cc1cc2cc(OC)ccc2[nH]c1=O | 0.9% | -3.1% | 2.3% | 3.1% | 0.6% | 18.7% | 1.7% | -0.5% | -0.1%
Cc1c(C(=O)N2CCOCC2)sc(NC(=O)c2ccc3c(c2)OCO3)c1C#N | -14.1% | 7.8% | 0.6% | -4.0% | -0.9% | 18.4% | -6.0% | 0.6% | -0.2%
COc1cc(Cl)c(C)cc1NC(=O)CSC | 0.0% | -10.3% | -0.8% | 0.3% | 5.3% | 0.1% | -14.4% | 1.4% | -0.4%
COc1ccc(NC(=O)NNC(=O)COc2cc(C)c(Cl)c(C)c2)c(OC)c1 | 2.3% | 7.5% | 0.5% | 5.2% | 3.7% | -22.0% | -30.0% | -0.5% | -0.1%
Cc1ccc(S(=O)(=O)NCCc2ccncc2)cc1C | 8.2% | 3.7% | -0.9% | -6.4% | 9.9% | 17.7% | -22.5% | -0.2% | 0.6%
O=C(NCC1CCCO1)NC12CC3CC(CC(C3)C1)C2 (stereo unspecified) | -3.4% | -9.5% | -1.4% | 2.9% | -7.2% | 8.3% | -4.5% | 0.1% | 0.3%
CCC(C(=O)NCCc1ccc(OC)c(OC)c1)n1nc(C)n2c(cc3occc32)c1=O (stereo unspecified) | -6.2% | 3.3% | 0.9% | -1.6% | 8.1% | 30.2% | -10.8% | -0.2% | -0.1%
COc1ccccc1OCC(=O)Nc1ccccc1C(=O)N1CCCCC1 | -9.1% | -5.7% | 0.4% | 4.0% | 4.0% | -8.5% | 1.2% | -0.6% | -0.1%
O=C(COc1cccc2ccccc12)N/N=C/C=C/c1ccccc1 | -6.2% | 10.3% | -1.7% | -1.6% | 12.8% | -19.6% | -18.0% | -0.5% | 0.4%
Cc1c(CCC(=O)O)c(=O)n2c([nH]c3ccccc32)c1C#N | -13.6% | -8.8% | 1.3% | -8.1% | 9.0% | 40.4% | 0.9% | 0.3% | -0.1%
CC(=O)OCCNC(=O)Cn1cnc2c1c(=O)n(C)c(=O)n2C | -2.1% | 6.2% | -1.0% | . | -8.7% | . | 1.1% | 0.3% | -0.1%
COc1ccc(NC2=CC(=O)CC(C)(C)C2)cc1 | 0.0% | 20.4% | -2.4% | -1.1% | 5.6% | 3.2% | -8.8% | 0.0% | -0.1%
CN(C(=O)COC(=O)C(Cc1ccccc1)NC(=O)c1ccccc1)c1ccccc1 (stereo unspecified) | -8.2% | 9.5% | 0.9% | -3.2% | -4.4% | 5.7% | -18.2% | 0.2% | -0.1%

Random excerpt: 2 records from the list
SMILES | Dengue-2 NS5 capping | GPR35 antagonists | HIV peptide binding | KOR beta-arrestin-1 | GPR55 antagonists | KOR beta-arrestin-2 | NOD1 NF-kB reporter | West Nile antiviral | GPR55 beta-arrestin | others
COc1ccccc1OCC(=O)Nc1ccccc1C(=O)N1CCCCC1 | -9.1% | -5.7% | 0.4% | 4.0% | 4.0% | -8.5% | 1.2% | -0.6% | -0.1%
CN(C(=O)COC(=O)C(Cc1ccccc1)NC(=O)c1ccccc1)c1ccccc1 (stereo unspecified) | -8.2% | 9.5% | 0.9% | -3.2% | -4.4% | 5.7% | -18.2% | 0.2% | -0.1%

Structures above that contain a thiophene ring, fused or not, in the order listed:
SMILES | Dengue-2 NS5 capping | GPR35 antagonists | HIV peptide binding | KOR beta-arrestin-1 | GPR55 antagonists | KOR beta-arrestin-2 | NOD1 NF-kB reporter | West Nile antiviral | GPR55 beta-arrestin | others
CC(C)C(=O)N(c1ccc2oc(=O)sc2c1)S(=O)(=O)c1cccs1 | 21.7% | 14.9% | 1.1% | -2.7% | -10.7% | -14.2% | -4.8% | -0.4% | -0.1%
CCN(CC)CCNC(=O)c1cc2cc(Br)ccc2s1 | 2.2% | 15.2% | 0.2% | 0.2% | 7.7% | -30.2% | -15.2% | 0.1% | 0.6%
Cc1c(C(=O)N2CCOCC2)sc(NC(=O)c2ccc3c(c2)OCO3)c1C#N | -14.1% | 7.8% | 0.6% | -4.0% | -0.9% | 18.4% | -6.0% | 0.6% | -0.2%
